IL-1B inflam inh – qHTS for Inhibitors of Inflammasome Signaling: IL-1-beta AlphaLISA Primary Screen; activity change, % at 57.5 µM; 4.7% of 360,000 active; THP-1 LPS/ATP IL-1B secretion, AlphaLISA, 16 h; hits give low values; in the data active = activity change below about -50%; inconclusive = mostly about -30% to -49%; also: % is scaled to controls: 0 for no effect and ±100 for the full control effect
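THP-1 cells pretreated 1 hr with compounds (up to 57.5 uM final), then stimulated with LPS (250 ng/mL final) plus ATP (1.25 mM final); secreted IL-1B measured by AlphaLISA after 16 hr, decreased signal indicating inhibition.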
HepG2 viability – qHTS for Inhibitors of TGF-b: Cytotox Counterscreen; HepG2 CAGA-GFP viability, ATP luminescence, 18 h; Potency, µM (titrated, usually from 46.1 µM), inactives show top-dose activity change, negative = cytotoxicity, hits mostly cytotoxic; 0.76% of 410,000 active; AID 588856, 2011; also: potency is read from the fitted curve at half-maximal effect; some results filed as inactive show a strong effect at the top dose
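CellTiter-Glo luminescence gave cytotoxicity after 18 hours at 37 degrees C. The cells were HepG2 CAGA-GFP in 1% FBS DMEM, stimulated with 500 pg/mL TGF-beta after compound addition. %Activity was normalised to no-cell wells (complete cell-killing) and DMSO (no toxicity), and curves were fitted and classified.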
MCF10A rerep – A quantitative high throughput screen for small molecules that induce DNA re-replication in MCF 10a normal breast cells | MCF 10A DNA re-replication, Hoechst nuclear intensity, 48 h | Potency, µM (top dose mostly 46.1 µM), without a hit: at the top dose activity, positive = re-replication, usual class: activators | 2.9% of 350,000 active | AID 624296, 2012; also: potency is read from the fitted curve at half-maximal effect; % of control where 0% means no effect; nearly all actives have a fitted effect of over 50% in size
Nrf2 inh – Nrf2 qHTS screen for inhibitors; A549 ARE-Fluc reporter, luciferase luminescence, 18-24 h; Potency, µM (highest dose often 46 µM), for the others: top-dose activity change, negative = inhibition, usual class: inhibitors; 2.1% of 360,000 active; AID 504444, 2011; also: potency is read from the fitted curve at half-maximal effect; % is scaled to controls: 0 for no effect and ±100 for the full control effect; nearly all actives have a fitted effect of over 60% in size
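Nrf2 activity is the BugLite luminescence, read 15 min after reagent at room temperature, following CellTiter-Fluor cytotoxicity readout (30 min, 37C). Compound titrations were applied for 18-24 h to 5000 A549 ARE_Fluc cells/well in 5% FBS OPTI-MEM.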
Nrf2 activator – qHTS of Nrf2 Activators. 0.31% of 410,000 active. Potency, µM (top dose mostly 46.1 µM), without a hit: at the top dose activation, actives largely listed as activators. AREc32 ARE-luciferase reporter (MCF7-derived line), luminescence, 24 h. AID 624171, 2012; also: potency is read from the fitted curve at half-maximal effect; % of control where 0% means no effect; nearly all actives have a fitted effect of over 65% in size
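AREc32_Fluc, 1000 cells/well, OPTI-MEM + 5% FBS, o/n 37 deg C 5% CO2; 23 nL cpd by pin tool, 24 hr; Steady-Glo 30 min RT, luminescence.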
A549 tox – Nrf2 qHTS screen for inhibitors: counterscreen for cytotoxicity | Potency, µM (titrated, usually from 46 µM), inactives show at the top dose activity change, negative = cytotoxicity, most hits filed as inhibitors | 0.16% of 390,000 active | AID 504648, 2011 | A549 ARE-Fluc cells, CellTiter-Fluor viability, 18-24 h; also: potency is read from the fitted curve at half-maximal effect; % is scaled to controls: 0 for no effect and ±100 for the full control effect
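A549 ARE-Fluc cells in 5% FBS OPTI-MEM, 5000 cells/well, rested 2 h then exposed to compounds in concentration-response for 18-24 h at 37 °C. Viability by CellTiter-Fluor fluorescence (Ex 405/Em 525) after 30 min; luciferase luminescence (BugLite, 15 min, RT) read afterwards.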
TGFb inhibitor – qHTS for Inhibitors of TGF-b; Potency, µM (top dose mostly 46.1 µM), for the others: at the top dose activity, negative = inhibition, usual class: inhibitors; HepG2 CAGA-GFP TGF-b/SMAD3 reporter, GFP fluorescence, 18 h; TGF-beta stimulated, 500 pg/mL final; 1.2% of 410,000 active; AID 588855, 2011; also: potency is read from the fitted curve at half-maximal effect; % is scaled to controls: 0 for no effect and ±100 for the full control effect; nearly all actives have a fitted effect of over 65% in size
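Inhibition was scored as loss of TGF-beta-induced (500 pg/mL final, 18 hours, 37 degrees C) GFP in HEPG2 cells carrying a CAGA-GFP reporter, in DMEM with 1% FBS. Well GFP was summed per cell; Activity was normalised to unstimulated and stimulated DMSO wells, then concentration-response fitting.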
ATXN2 expr inh – Primary qHTS for Inhibitors of ATXN expression; HEK-293 ATXN2-luciferase reporter, luminescence, 24 h; Potency, µM (series often up to 57 µM), without a hit: top-dose activity change, negative = inhibition, most hits filed as inhibitors; 0.72% of 360,000 active; AID 1745845, 2022; also: potency is read from the fitted curve at half-maximal effect; % is scaled to controls: 0 for no effect and ±100 for the full control effect; nearly all actives have a fitted effect of over 55% in size
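qHTS (up to 57 uM final) was run with 24 h compound exposure of reporter cells at 37 °C. Each well was multiplexed: SteadyGlo luminescence measured ATXN2-luciferase expression after a fluorogenic Gly-Phe-AFC viability readout (25 uM final).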
ATXN viability – Viability Counterscreen for Primary qHTS for Inhibitors of ATXN expression. Potency, µM (top dose mostly 56.7 µM), hits mostly cytotoxic. AID 651635, 2014. S2 cells (HEK-293 line with an ATXN2-luciferase reporter) viability, CellTiter-Fluor protease fluorescence, 24 h. 0.49% of 400,000 active; also: potency is read from the fitted curve at half-maximal effect; nearly all actives have a fitted effect of over 40% in size
An asterisk follows results filed as active; i = inactive; u = inconclusive; x = no result given; [ ] = dose if it differs, or a comment. Unless noted, calls follow the shape of the dose curve; as a rule, active = well fitted curve in the direction sought with a large enough effect; inconclusive = small, poorly fitted or top-dose-only effect, or another doubt; inactive = no such curve, though single readings can be large; an effect the other way counts as inactive or inconclusive.

SMILES	IL-1B inflam inh	HepG2 viability	MCF10A rerep	Nrf2 inh	Nrf2 activator	A549 tox	TGFb inhibitor	ATXN2 expr inh	ATXN viability
Cc1ccc(Sc2nc(C)c([N+](=O)[O-])c(C)c2C#N)cc1	x	-22.0%	u	-13.5%	u	u	u	10.3%	x
COc1ccc(S(=O)(=O)N(C)C[C@@H]2Oc3cc(C#CC4CCCCC4)ccc3S(=O)(=O)N([C@@H](C)CO)C[C@@H]2C)cc1	-52.2*	-37.1%	x	x	-2.3%	x	u	-30.5%	u
CCCCn1c(N)c(N(CC(C)C)C(=O)CSc2ccc([N+](=O)[O-])cc2)c(=O)[nH]c1=O	-7.3	39.3%	-3.3%	-7.1%	-0.4%	-3.2%	-22.2%	-2.8%	i
CCOc1ccc(NC(=O)CN(C)C(=O)c2ccncc2)cc1OCC	24.0	0.7%	0.1%	-4.8%	-0.3%	1.4%	0.0%	-6.2%	i
C=CC(C)(O)CCCC(C)CCCC(C)CCCC(C)C (stereo not given)	25.1	-56.2%	4.4%	10.8%	0.2%	-2.2%	1.2%	-2.1%	i
O=C(NC1CCCCC1)Oc1cc2oc(=O)sc2cc1Br	-17.1	-21.5%	10.4%	5.7%	11.8%	-2.5%	-11.0%	-31.9%	i
NC(=O)c1ccsc1NC(=O)C1CCCCC1	-1.7	-47.2%	0.8%	16.4%	3.0%	-2.1%	3.3%	33.5%[activator]	i
CCCNC(=O)C[C@@H]1C[C@@H]2c3cc(NS(=O)(=O)c4ccc(OC)cc4)ccc3O[C@@H]2[C@@H](CO)O1	u	-28.6%	x	x	0.0%	x	6.9%	2.3%	i
COc1cccc(NC(=O)c2ccc(S(=O)(=O)NCc3cccnc3)cc2)c1	50.3	-27.1%	0.9%	u	0.3%	-12.4%	-9.7%	-8.0%	i
CCN(c1ccccc1)S(=O)(=O)c1cccc(C(=O)NCc2ccncc2)c1	10.4	5.1%	11.7%	u	-0.4%	-0.7%	6.7%	-7.3%	i
COc1ccc(/C(C)=N/N=C(N)N)c(O)c1	0.5	-4.8%	7.5%	-9.9%	-0.5%	-2.3%	0.3%	-21.3%	i
CC(C)C(C)NC(=O)COn1nnc2ccc(S(=O)(=O)N3CCOCC3)cc21 (stereo not given)	-7.1	12.5%	-5.4%	-15.0%	-0.9%	-2.4%	0.4%	x	i
O=C(NCc1cccnc1)c1ccc(Cl)cc1[N+](=O)[O-]	32.7	-15.5%	-0.3%	27.1%	-0.3%	12.1%	-16.3%	-3.3%	i
Cc1ccccc1NC(=S)N1CCCCCC1	16.4	1.9%	0.0%	8.2%	-0.7%	0.2%	-1.3%	0.7%	i
CCCSc1ncc(Cl)c(C(=O)N(Cc2cccc(Cl)c2)C2CCS(=O)(=O)C2)n1 (stereo not given)	x	-3.2%	x	7.5%	24.1%	-7.2%	x	x	x
COC(=O)c1cccc(NC(=O)CN2CCC(NC(=O)c3cc(OC)c(OC)c(OC)c3)CC2)c1	5.0	-16.9%	-0.6%	-9.2%	-0.5%	u	-13.4%	-7.1%	i
O=C(Cn1nc(C(F)(F)F)c2c1CCCC2)NC1CCCC1	-15.0	-9.7%	4.4%	0.3%	-0.3%	-9.7%	-3.7%	0.9%	i
CCCCCCn1c(CN2CCN(CCO)CC2)nc2c1c(=O)n(C)c(=O)n2C	-5.0	-15.7%	4.9%	0.0%	-0.7%	-0.7%	14.5%	-18.1%	i
CCc1ccc(-n2nc3cc(C)c(NC(=O)c4cc(Cl)ccc4OC)cc3n2)cc1	x	-1.4%	x	23.0%	1.4%	-3.8%	15.8%	5.6%	i
Cc1c(-c2ccc(OCCN3CCOCC3)cc2)c(=O)oc2ccc3ccccc3c12	14.5	0.7%	x	x	-0.6%	x	18.5%	3.2%	i

A run of entries of the results above:
SMILES	IL-1B inflam inh	HepG2 viability	MCF10A rerep	Nrf2 inh	Nrf2 activator	A549 tox	TGFb inhibitor	ATXN2 expr inh	ATXN viability
CCc1ccc(-n2nc3cc(C)c(NC(=O)c4cc(Cl)ccc4OC)cc3n2)cc1	x	-1.4%	x	23.0%	1.4%	-3.8%	15.8%	5.6%	i
Cc1c(-c2ccc(OCCN3CCOCC3)cc2)c(=O)oc2ccc3ccccc3c12	14.5	0.7%	x	x	-0.6%	x	18.5%	3.2%	i

Next part
SMILES	IL-1B inflam inh	HepG2 viability	MCF10A rerep	Nrf2 inh	Nrf2 activator	A549 tox	TGFb inhibitor	ATXN2 expr inh	ATXN viability
COc1ccc(CCNC(=O)CSc2cc(=O)n(C)c3ccccc23)cc1OC	x	-0.5%	x	-28.4%	0.6%	8.0%	25.4%	-9.1%	i
Cc1ccc(CS(=O)(=O)CCC(=O)NCCCN2CCCC2)cc1	2.6	1.3%	-4.9%	2.9%	0.1%	9.1%	8.0%	-10.8%	i
Cc1ccc2occ(/C=N/NC(=O)[C@@H](N)Cc3ccccc3)c(=O)c2c1	0.6	10µM*	5.0%	3.7%	0.7%	-3.6%	-22.2%	6.7%	i
CCOC(=O)c1ccc(NC(=O)c2cn(CCC#N)nc2-c2ccc3c(c2)OCCO3)cc1	-6.9	10.3%	-8.4%	u	0.6%	-4.5%	-11.3%	0.1%	i
COc1ccc(C2C3=C(CC(C)(C)CC3=O)Oc3ncn4nc(-c5ccccc5)nc4c32)cc1 (stereo not given)	-7.7	-5.0%	-1.9%	3.0%	-0.2%	5.4%	-5.6%	-6.0%	i
C=C1CCN(C(C(=O)NCc2ccc(Cl)c(Cl)c2)C(C)C)S(=O)(=O)c2ccccc21 (stereo not given)	x	-20.1%	x	-11.4%	x	8.2%	u	x	x
O=C(COC(=O)/C=C/c1ccc([N+](=O)[O-])cc1)NC1CCCCC1	11.8	2.1%	8.7%	-8.7%	-0.1%	10.4%	6.4%	x	i
CC(C)c1c(C(=O)N/N=C/c2ccc3c(c2)OCO3)nnn1-c1nonc1N	-9.9	-0.4%	0.3%	-9.0%	-0.8%	-6.8%	1.4%	7.4%	i
COc1ccc(C(=O)COC(=O)[C@H](C)Nc2ccc(C(F)(F)F)cc2[N+](=O)[O-])c(OC)c1	25.6	0.1%	-0.3%	x	-0.4%	-2.0%	15.8%	-30.5%	i
COc1ccc(CNC(=O)c2cc(-c3ccc(Br)s3)nc3ccccc23)c(OC)c1	x	-1.2%	x	9.9%	-0.4%	-3.3%	-22.5%	2.8%	i
COc1cccc(C2=NOC(C(=O)Nc3cc(C)nn3-c3ccccc3)C2)c1OC (stereo not given)	2.2	-16.9%	3.0%	-14.8%	-2.3%	-17.2%	-23.3%	-13.9%	i
CCc1c(C(=O)Nc2cc(C(=O)OC)ccc2C)csc1C	66.6	9.5%	1.7%	-19.1%	0.1%	1.3%	6.5%	3.0%	i
CC12COC3(C(=O)Nc4ccccc4F)CC1CCC32C (stereo not given)	20.7	-31.7%	13.0%	-8.8%	0.0%	3.3%	6.8%	-14.1%	i
COc1ccc(NC(=O)C2CSC3c4ccccc4C(=O)N23)cc1 (stereo not given)	0.4	-31.0%	13.3%	-22.2%	-0.5%	-7.8%	0.5%	-4.6%	i
Cc1nc2ccccc2n1CCc1nc2c3ccccc3nc(SCc3ccc(F)cc3)n2n1	x	18.0%	x	x	-0.2%	0.5%	1.9%	12.8%	i
COc1ccc(C(=O)NNC(=S)NC(=O)c2cccnc2)cc1	11.9	-36.7%	-0.6%	u	-0.4%	-8.6%	-16.4%	-17.7%	i
O=C1CC(NS(=O)(=O)c2cccs2)CN1c1ccccc1 (stereo not given)	10.4	0.0%	0.4%	7.3%	0.4%	3.1%	14.0%	2.9%	i
CCCOc1ccc(NC(=O)CC2C(=O)N(C)C(=S)N2Cc2cccs2)cc1 (stereo not given)	-18.2	-6.8%	14.2%	u	-0.2%	-13.4%	u	-4.7%	i
O=C(CSc1cnc2ccccc2n1)c1ccc(F)cc1	33.4	-22.2%	-1.2%	u	12.3%	-0.3%	-9.9%	-13.6%	i
Cc1c(Cl)cccc1NC(=O)CSc1ncnc2c1sc1ccccc12	x	9.9%	x	x	-0.4%	-1.0%	-1.0%	4.4%	i

Gathered by group: the entries above with a CF3 group (two)
SMILES	IL-1B inflam inh	HepG2 viability	MCF10A rerep	Nrf2 inh	Nrf2 activator	A549 tox	TGFb inhibitor	ATXN2 expr inh	ATXN viability
O=C(Cn1nc(C(F)(F)F)c2c1CCCC2)NC1CCCC1	-15.0	-9.7%	4.4%	0.3%	-0.3%	-9.7%	-3.7%	0.9%	i
COc1ccc(C(=O)COC(=O)[C@H](C)Nc2ccc(C(F)(F)F)cc2[N+](=O)[O-])c(OC)c1	25.6	0.1%	-0.3%	x	-0.4%	-2.0%	15.8%	-30.5%	i

Next records:
SMILES	IL-1B inflam inh	HepG2 viability	MCF10A rerep	Nrf2 inh	Nrf2 activator	A549 tox	TGFb inhibitor	ATXN2 expr inh	ATXN viability
COc1ccc(-c2nc3sc(CCNC(=O)c4ccc(Br)o4)c(C)n3n2)cc1	x	-42.5%	x	x	-2.0%	-19.9%	u	-37.9%	u
COc1ccc(C(c2c(O)cc(C)oc2=O)c2c(O)cc(C)oc2=O)cc1	18.6	0.9%	-5.6%	2.6%	-0.7%	1.4%	-1.6%	5.1%	i
CCOC(=O)c1nc[nH]c1C	-0.8	8.4%	-4.5%	-3.7%	-0.8%	-15.1%	9.4%	-4.2%	i
COc1ccc(CCn2c(=N)c(C(=O)NC3CCCCC3)cc3c(=O)n4ccccc4nc32)cc1	-12.7	6.8%	u	u	0.0%	-9.1%	27.5%	-7.6%	u
